NPY-Y1 antag – NPY-Y1 receptor antagonists, primary screen, cell-based; HEK293-CNG Y1 cells, membrane potential fluorescence; NPY at EC95, then isoproterenol; 200,000 tested, 1% active; inhibition, % at 3.6 µM; Neuropeptide Y receptor type 1 (Homo sapiens), P25929;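 active = inhibition above the campaign mean inhibition of all tested compounds plus 3 SD, cut at about 20% in these data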;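 note: 0% = DMSO wells given NPY plus isoproterenol and 100% = isoproterenol alone without NPY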
Target sequence (P25929 whole entry, looked up): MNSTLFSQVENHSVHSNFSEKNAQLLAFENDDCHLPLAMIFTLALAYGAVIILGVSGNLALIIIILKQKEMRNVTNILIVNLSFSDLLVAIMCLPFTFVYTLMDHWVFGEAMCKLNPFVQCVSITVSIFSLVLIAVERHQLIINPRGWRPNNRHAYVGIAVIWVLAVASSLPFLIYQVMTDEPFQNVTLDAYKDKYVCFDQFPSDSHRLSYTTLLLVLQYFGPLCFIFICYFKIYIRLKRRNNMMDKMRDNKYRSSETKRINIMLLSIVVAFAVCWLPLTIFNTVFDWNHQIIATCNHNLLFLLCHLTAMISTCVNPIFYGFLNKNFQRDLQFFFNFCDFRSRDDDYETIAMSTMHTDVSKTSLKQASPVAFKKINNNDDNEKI
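material = HEK293 cells with Y1 receptor plus CNG channel | also added = NPY 25 nM then isoproterenol 1 µM plus Ro 20-1724 25 µM | schedule = dye 3 h, compound 60 min room temperature, stimulation 45 min | measured by = membrane potential fluorescence | benchmarks = high control isoproterenol alone, low control NPY with isoproterenol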
Runt-CBFb FRET – inhibitors of RUNX1 Runt–CBFb binding, primary screen, biochemical, FRET, Cerulean-Runt, Venus-CBFb, uHTS | Runt-related transcription factor 1 (Homo sapiens) + Core-binding factor subunit beta … | Cerulean-Runt/Venus-CBFb FRET ratio 530/480, 1 h | inhibition, % at 20 µM | 220,000 tested, 0.46% active | AID 1496, 2009;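 active = inhibition over about 50% at 20 µM in the single-dose screen, limit read from the data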;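 note: 0% = DMSO wells and 100% = excess unlabeled CBFb competitor control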
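Schedule: protein complex preformed 1 h, compound exposure 1 h, room temperature, dark; test system: Cerulean-labeled Runt domain protein; amount: 100 nM per protein; buffer or medium: Tris 50 mM pH 7.5, KCl, K2SO4, 0.01% BSA; read-out: loss of energy transfer signal; detection: FRET fluorescence; controls: 5 µM unlabeled CBFb as full-inhibition high control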
NPY-Y1 PAM-ag – NPY-Y1 receptor potentiators or agonists, primary screen, cell-based; Neuropeptide Y receptor type 1 (Homo sapiens), P25929; 220,000 tested, 0.37% active; activation, % at 3.6 µM; NPY-Y1 expressing cells, potentiator/agonist activation; AID 1304, 2008; in the data active = activation above about 33%, passing the limit was not always enough;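 note: cells stimulated with NPY at EC10 then isoproterenol at EC100; 0% = low agonist plus stimulus and 100% = saturating agonist plus stimulus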
Mdm2 ligase inh – MDM2-luciferase reporter signal enhancers, primary screen, MDM2 E3 ligase inhibitor project, cell-based, luminescence, 1536-well; cell-based MDM2 ubiquitination luciferase reporter, 2 h; 0 = plate control, 100 = twice control, blank-subtracted; E3 ubiquitin-protein ligase Mdm2 (Homo sapiens), Q00987; 210,000 tested, 0.11% active; signal enhancement, % at 5 µM;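 active = signal enhancement of 30% or more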;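 note: luminescence tracks abundance of the self-degrading MDM2-luciferase fusion protein; higher signal means inhibition of MDM2 E3 ligase activity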
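Assay system: mammalian cells stably expressing self-ubiquitinating, self-degrading MDM2 E3–luciferase fusion. Quantity: 2000 cells in each well. Medium: DMEM culture medium. Compound dosing: single-point 5 µM. Timing: cell settling 4 h, compound treatment 2 h, both 37 °C. Technique: luciferase luminescence. Read-out basis: percent signal gain over controls, blank-subtracted. Benchmarks: plate controls and plate blanks.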
RBBP9 inh – human RBBP9 inhibitors, primary screen, biochemical, fluorescence polarization, FP-Rh probe, HTS; 220,000 tested, 0.2% active; inhibition, % at 7.94 µM; AID 1515, 2009; Serine hydrolase RBBP9 (Homo sapiens), O75884; recombinant RBBP9;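 active = inhibition above the campaign mean of all tested compounds plus 3 SD, cut at about 14% in these data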;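 note: plate controls were DMSO wells with RBBP9 for no effect and wells lacking RBBP9 protein for full effect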
Target sequence (O75884 whole entry, looked up): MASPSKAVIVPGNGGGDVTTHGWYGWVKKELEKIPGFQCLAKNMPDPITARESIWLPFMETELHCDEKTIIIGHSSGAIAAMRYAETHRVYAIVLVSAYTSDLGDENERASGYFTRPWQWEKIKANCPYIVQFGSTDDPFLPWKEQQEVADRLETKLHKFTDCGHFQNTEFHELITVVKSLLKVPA
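Measured by – fluorescence polarization · Test system – RBBP9 protein · Input – 2.5 µM RBBP9 dispensing solution, before mixing · Measure – percent inhibition from mP, scaled between DMSO and no-protein wells · Benchmarks – DMSO-treated enzyme wells and wells lacking RBBP9 · Times – preincubation 30 min plus labeling 45 min at 25 °C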
NPY-Y2 PAM-ag – NPY-Y2 potentiators or agonists, primary screen, cell-based. Neuropeptide Y receptor type 2 (Homo sapiens), P49146. cells expressing NPY-Y2, potentiator/agonist read-out. activation, % at 3.6 µM. 220,000 tested, 0.45% active. AID 1359, 2008; in the data active = activation above about 27%;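 note: cells stimulated with NPY near EC25 plus isoproterenol at EC100; 0% = vehicle plus submaximal agonist and 100% = vehicle plus saturating agonist; some results beyond the cut were filed as inactive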
Target sequence (P49146 whole entry, looked up): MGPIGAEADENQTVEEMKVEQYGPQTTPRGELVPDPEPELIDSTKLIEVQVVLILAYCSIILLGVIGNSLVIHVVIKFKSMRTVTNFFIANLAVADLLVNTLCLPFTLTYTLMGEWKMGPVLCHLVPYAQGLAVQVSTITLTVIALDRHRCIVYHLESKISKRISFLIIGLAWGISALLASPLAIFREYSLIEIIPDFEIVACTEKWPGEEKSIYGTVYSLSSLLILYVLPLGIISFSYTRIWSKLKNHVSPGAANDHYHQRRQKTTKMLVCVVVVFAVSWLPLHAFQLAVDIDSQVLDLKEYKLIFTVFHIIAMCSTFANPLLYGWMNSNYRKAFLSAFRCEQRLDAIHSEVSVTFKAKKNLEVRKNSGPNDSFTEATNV
Runt-SMMHC FRET – inhibitors of RUNX1 Runt–CBFb-SMMHC binding, primary screen, biochemical, FRET, Cerulean-Runt, Venus-CBFb-SMMHC, uHTS. Cerulean-Runt/Venus-CBFb-SMMHC FRET ratio 530/480, 1 h. inhibition, % at 20 µM. 220,000 tested, 0.74% active. AID 1434, 2008;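 active = mean inhibition across duplicate retests at 20 µM reaching about 50%, limit read from the data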;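 note: 0% = DMSO wells and 100% = wells with excess untagged CBFb-SMMHC; inhibitors lower the FRET ratio by blocking Runt binding to CBFb-SMMHC; some results filed as inactive read as strong as hits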
Hck-Nef inh – inhibitors of Nef-activated human Hck kinase, primary screen, biochemical, Z-Lyte FRET, 384-well, Hck-YEEI. Tyrosine-protein kinase HCK (Homo sapiens), P08631. Recombinant Hck-YEEI plus Nef, Z-Lyte FRET kinase assay. inhibition, % at 20 µM. 220,000 tested, 0.68% active;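 active = Hck-Nef kinase inhibition above about 50%, limit read from the data; inactive = inhibition below that limit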;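 note: 0% = DMSO with Hck plus Nef and 100% = Hck alone without Nef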
p97 inhibitor – inhibitors of human p97 ATPase, primary screen, biochemical; 220,000 tested, 0.42% active; Transitional endoplasmic reticulum ATPase (Homo sapiens), P55072; recombinant p97 ATPase, Kinase-Glo ATP luminescence, 3 h; inhibition, % at 8 µM; in the data active = inhibition above about 15%;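 note: 0% = DMSO vehicle and 100% = wells lacking enzyme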
The depositor's hits bear a star; · = not tested or not shown.

SMILES	NPY-Y1 antag	Runt-CBFb FRET	NPY-Y1 PAM-ag	Mdm2 ligase inh	RBBP9 inh	NPY-Y2 PAM-ag	Runt-SMMHC FRET	Hck-Nef inh	p97 inhibitor
O=C(CCN1CCCCCC1)Nc1cccc(Cl)c1	-5	-2	-14	-18	-9	-2	2	1	1
CC(NC(=S)Nc1ccc([N+](=O)[O-])cc1)c1ccncc1 (configuration not stated)	-6	1	4	-5	0	12	0	5	0
Clc1c(-c2nnc3n2CCC3)sc2ccccc12	-2	1	19	-19	-6	13	3	0	4
Cc1ccc(CN2CCN(Cc3ccncc3)CC2CCO)o1 (configuration not stated)	-4	2	-8	-2	-11	-12	2	9	2
COc1ccc(C(=O)Nn2c(SCC(=O)NCc3ccco3)nc3ccccc3c2=O)cc1	0	2	-18	-72	4	5	-3	-4	-5
COc1ccc(-n2c(=O)c3ccccc3n(CC(=O)c3ccccc3)c2=O)cc1OC	-2	1	5	-1	-2	1	-1	-9	0
Cc1ccccc1NC(=O)C(C#N)Cc1cccnc1 (configuration not stated)	3	-2	-8	-27	-1	-4	0	0	0
C/C=C/c1ccc(OCC(=O)O)c(OC)c1	·	2	-11	-2	-2	-17	-2	2	-9
COC(=O)c1sccc1NC(=O)C1C2C=CC(C2)C1C(=O)O (configuration not stated)	4	1	-2	-1	0	1	9	4	4
O=C(CCc1ccc(S(=O)(=O)NC2CCCCC2)cc1)NCc1ccccc1	2	2	25	7	-15	9	-4	-4	0
S=C(NCc1cccnc1)Nc1cccc(Cl)c1	-5	2	-5	-8	4	8	-6	1	2
CC1CCCCC1NC(=O)CN1C(=O)NC(C)(c2ccc(OC(F)F)cc2)C1=O (configuration not stated)	3	-1	-2	-15	1	0	4	-5	-1
O=C(Cc1sc(Nc2ccccc2)nc1-c1ccccc1)NCc1ccccc1	-1	6	31	-4	-7	18	0	0	6
Cc1cccc(C)c1-n1c(C)cc(/C=C2\C(=O)NN(c3ccccc3)C2=O)c1C	-5	-2	15	-9	-5	-11	-4	0	-1
CCN(CC)S(=O)(=O)c1ccc(N2CCOCC2)c(NC(=O)c2ccccc2)c1	1	-2	-27	-6	-5	-3	-2	-3	-3
COC(=O)c1ccc(CSc2nc3c(cnn3-c3ccc(C)cc3)c(=O)[nH]2)o1	27*	-8	-29	·	-2	-2	2	15	-1
CCNC(=O)NC1(C(=O)Nc2ccc3c(c2)OCCO3)CCCCC1	1	·	18	-13	-3	2	-9	1	4
O=C(Nc1ccc2snnc2c1)N1CCCCC1	-2	2	27	-1	-6	-7	4	19	5
CCn1c(CC(=O)Nc2ccc(C)c(Cl)c2)nnc1SCC(=O)Nc1nc(C)cs1	4	1	7	-15	-6	11	0	-15	-1
CNc1nc(CC(C)=O)ns1	-4	-2	1	-8	-8	14	-2	3	2
CCCc1nc2oc3ccccc3c(=O)c2c(=O)n1CCCOC	·	2	-12	-13	-4	-9	0	-4	-1
Cn1c(CNC(=O)C(C)(C)C)nc2ccccc21	0	0	-1	-5	0	-3	-8	-3	5
COc1ccc(C(=O)C2CCCN(Cc3cccc4c3OCO4)C2)cc1OC (configuration not stated)	4	0	-8	-5	7	2	-1	2	1
COc1cccc(C(=O)CSc2nc3ccccc3n2CC(=O)N(C(C)C)C(C)C)c1	1	-1	22	5	2	1	-6	-4	-1
CCOc1cc(S(=O)(=O)N2CC=C(c3ccc(F)cc3)CC2)c(OCC)cc1-n1cnnn1	3	-1	-22	-16	-9	4	-4	1	4
CCN1CCCC1Cn1cnc2c([nH]c3ccc(Cl)cc32)c1=O (configuration not stated)	2	3	2	·	-8	11	-1	4	3
CCOc1ccc(NC(=O)N(CC(C)C)CC(C)C)cc1	-3	-1	-2	-15	13	2	4	0	-5
COc1cc(NC(=O)c2ccc3c(c2)OCO3)ccc1NC(=O)c1ccco1	-2	-1	8	·	-3	8	-1	14	1
COc1ccc2c(c1OC)C(=O)N(c1cccc(C)c1)C2	3	-2	3	-11	3	2	0	10	-2
Fc1ccc(CN2CCSCC2)cc1Br	-1	0	7	-6	-10	23	-2	-2	8
CCOC(=O)c1c(N2C(=O)CC(Sc3ccccc3C(=O)O)C2=O)sc(C)c1C (configuration not stated)	·	26	-3	-13	-1	-3	14	6	8
CC(C)(C)OC(=O)NCCc1nnc(S(=O)(=O)Cc2ccc(Cl)cc2Cl)o1	8	-7	-27	-3	-11	-6	-3	-1	-5
CC(C)c1ccc(-n2c(-c3ccccc3)c[n+]3c2CCc2ccccc2-3)cc1	116*	0	-75	-35	-4	-21	0	8	-4
Cn1c(=O)c2c(nc(NCCOc3ccc(F)cc3)n2C)n(C)c1=O	-2	1	4	-6	6	10	-5	13	3
CCCNc1nc(N)nc(-c2cc(Cl)ccc2OC)n1	4	0	-5	-5	-4	-22	-4	0	-7
CC(C)Sc1cc(N2CCCC2)nc(-c2ccccc2Cl)n1	-4	-4	-7	-1	-8	-4	0	-18	3
Cc1cc(C)n(C(=O)C(C)N2C(=O)c3ccccc3C2=O)n1 (configuration not stated)	-3	1	-6	3	-9	11	2	-5	-2
Nn1c(SCC(=O)Nc2ccc3c(c2)OCO3)nnc1-c1ccccc1	2	2	1	-7	-3	5	0	0	7
c1ccc(-c2ccn3nnnc3n2)cc1	-3	-2	12	-6	-8	-5	0	1	1
CCCCNc1n[n+](C)c(-c2cccc(C)c2)s1	·	-1	·	35*	·	·	1	25	·
Cc1cc(-c2n[nH]c(=S)n2-c2ccc(C)c(C)c2)no1	0	2	-14	-14	-5	17	19	4	4
CC1(C)CN(c2ccsc2C(=O)O)C1=O	1	1	-3	-2	-5	-8	-7	-3	-1
Cc1cc(S(=O)(=O)N2CCN(c3c(C)cccc3C)CC2)ccc1F	21*	1	-50	-19	-2	-13	-5	-1	-1
Cn1c(COc2ccccc2)nnc1SCc1nc2ccccc2[nH]1	4	1	-3	-12	-8	-9	4	1	2
COc1cc(C(=O)O)ccc1OCc1c(C)noc1C	-7	1	-25	-16	-2	-10	1	-2	1

4 compounds from above, reduced to NPY-Y1 PAM-ag:
| smiles | NPY-Y1 PAM-ag |
| --- | --- |
| CCOC(=O)c1c(N2C(=O)CC(Sc3ccccc3C(=O)O)C2=O)sc(C)c1C (configuration not stated) | -3 |
| COc1cc(C(=O)O)ccc1OCc1c(C)noc1C | -25 |
| Cn1c(=O)c2c(nc(NCCOc3ccc(F)cc3)n2C)n(C)c1=O | 4 |
| CC(C)Sc1cc(N2CCCC2)nc(-c2ccccc2Cl)n1 | -7 |

The list goes on.
SMILES	NPY-Y1 antag	Runt-CBFb FRET	NPY-Y1 PAM-ag	Mdm2 ligase inh	RBBP9 inh	NPY-Y2 PAM-ag	Runt-SMMHC FRET	Hck-Nef inh	p97 inhibitor
N/C(=N\OC(=O)CCCCCN1C(=O)c2ccccc2C1=O)c1ccccn1	5	0	-9	·	3	-23	-2	7	6
CC(=O)NCc1ccc2[nH]c(C)cc2c1	-2	-1	-12	-11	0	-26	-9	1	0
O=c1[nH]c(CSc2nc3ccccc3s2)nc2ccccc12	·	2	-11	·	-8	-3	2	13	2
Cc1cc(N)n(-c2ncnc3scc(-c4ccccc4)c23)n1	-4	-1	3	·	-7	10	-1	0	3
CC(C)CC(=O)Nc1ccc2oc(-c3ccncc3)nc2c1	-7	-1	0	-5	-3	4	-3	3	7
CC(C)CNC(=O)C1CCCN1S(=O)(=O)c1ccc(Cl)cc1 (configuration not stated)	11	2	-27	-7	2	13	-4	-1	0
CC1Nc2ccccc2C(=O)N1NC(=O)c1ccc(Br)cc1 (configuration not stated)	-2	1	-5	-14	-7	-12	-5	22	5
CCOC(=O)Nc1ccc2c(CN3C(=O)NC(CC)(CC)C3=O)cc(=O)oc2c1	1	3	16	-9	-2	-21	0	-14	6
COc1ccc2nc(C)cc(N3CC(C)OC(C)C3)c2c1 (configuration not stated)	9	1	-29	3	-1	-1	-7	2	3
Nc1nc(SCC(=O)Nc2ccc3c(c2)CCC3)n[nH]1	0	0	0	0	-5	9	1	2	3
O=C(CSc1nc(C2CC2)nc2ccccc12)NCc1ccc2c(c1)OCO2	1	-4	7	10	-10	-6	0	22	2
Oc1c(Br)cc(Br)cc1C=NCc1ccc(F)cc1	4	-14	-11	-15	-4	10	-68	34	7
c1ccc(OCc2cc(-c3ccccc3)no2)cc1	0	0	11	2	-9	-10	-1	20	0
Cc1ncc([N+](=O)[O-])n1CCOC(=O)c1ccc(Br)cc1	-1	-1	17	-14	4	1	0	-6	1
COC(=O)c1oc(-c2ccc(Cl)cc2)nc1C	5	11	3	-11	-6	-1	2	-8	-3
CCOC(=O)C1CCCN(C(=O)c2ccc3c(c2)N(Cc2ccccc2)C(=O)c2ccccc2S3=O)C1 (configuration not stated)	-4	-5	-5	-31	-6	-4	-1	15	-4
Nc1nc(Nc2ccc(Cl)cc2Cl)nc(C(F)(F)F)n1	2	-1	-11	9	-8	2	-1	-1	-3
Cc1occc1-c1nnc(SCC(=O)N2CCOCC2)n1Cc1ccco1	1	3	3	1	9	-1	-4	-5	1
COC(=O)CSc1ncccc1-c1nc2ccccc2[nH]1	-2	0	13	-4	-8	4	-1	0	-2

High-throughput results from PubChem.
